# Screens (PubChem)
# BH1578 lux ind: quorum light induction in luxS cqsA deficient V. cholerae; 0.16% of 350,000 active; activation, % at 18.7 µM; V. cholerae BH1578 lux reporter, luminescence, 6 h; AID 588436; in the data active = activation mostly above about 9.7%, no sharp cut-off; inconclusive = no clear call, values can overlap the other calls; inactive = mostly below about 3.7%; note: not every result past the cut was called active; inactives centre near 0; reference of the scale not given here
# Mtb FBA inh: inhibits M. tuberculosis FBA enzyme. P9WQA3. inhibition, % at 1 µM. purified M. tuberculosis FBA, fluorescence read-out. 2.3% of 360,000 active; in the data active = inhibition above about 27%;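 note: 0% = vehicle and 100% = reference inhibitor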
# Target sequence (P9WQA3 whole entry, looked up): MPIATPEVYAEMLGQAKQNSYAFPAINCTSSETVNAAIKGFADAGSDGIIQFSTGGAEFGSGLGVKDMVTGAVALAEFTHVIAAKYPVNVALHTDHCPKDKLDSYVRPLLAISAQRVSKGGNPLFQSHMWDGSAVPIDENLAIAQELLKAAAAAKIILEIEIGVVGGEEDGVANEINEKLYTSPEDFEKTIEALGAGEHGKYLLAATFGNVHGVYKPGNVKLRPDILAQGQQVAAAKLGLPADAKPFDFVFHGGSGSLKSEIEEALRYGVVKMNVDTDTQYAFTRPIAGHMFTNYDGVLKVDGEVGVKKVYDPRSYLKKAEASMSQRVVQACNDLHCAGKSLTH
# GDH-TPI inh: GDH-TPI coupled enzyme inhibition counter-screen; GDH-TPI coupled enzyme counterscreen, NADH absorbance; inhibition, % at 4.8 µM; 1.2% of 360,000 active; in the data active = inhibition above about 30%;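 note: 0% = DMSO wells and 100% = wells lacking the enzyme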
# PfHsp40 yeast: compounds rescuing yeast from Plasmodium falciparum HSP40 toxicity. S. cerevisiae expressing PfHsp40, growth rescue, ATP luminescence. growth rescue, % at 12.5 µM. 0.68% of 340,000 active; in the data active = growth rescue above about 28%, passing the limit was not always enough; inconclusive = no clear call, values can overlap the other calls;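 note: yeast W303a lacking pdr1 and pdr3 grown in galactose medium; growth measured after three days at 30 °C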
# Yp Topo-I inh: inhibitors of Yersinia pestis topoisomerase I. Y. pestis Topo-I cleavage product accumulation, plate reader. 0.064% of 360,000 active. activity, % at 10 µM; in the data active = activity above about 50%, passing the limit was not always enough; inconclusive = no clear call, values can overlap the other calls; note: inactives centre near 2
# FadD28 FP inh: M. tuberculosis FadD28 bisubstrate binding inhibition | FadD28 bisubstrate probe binding, fluorescence polarization | inhibition, % at 12.5 µM | 0.22% of 360,000 active; in the data active = inhibition above about 8.5%, passing the limit was not always enough; inconclusive = no clear call, values can overlap the other calls
# TcdB inh: inhibitors of Clostridioides difficile toxin B glycohydrolase | P18177 | TcdB glycohydrolase enzymatic assay, plate reader | inhibition, % at 9.99 µM | 0.24% of 350,000 active; in the data active = inhibition above about 10%
# UGM FP inh: inhibitors of M. tuberculosis UDP-galactopyranose mutase; P9WIQ1; purified UGM, fluorescence polarization probe displacement; inhibition, % at 10 µM; 0.06% of 320,000 active; AID 504406; in the data active = inhibition above about 10%, passing the limit was not always enough; inconclusive = no clear call, values can overlap the other calls
# Target sequence (P9WIQ1 whole entry, looked up): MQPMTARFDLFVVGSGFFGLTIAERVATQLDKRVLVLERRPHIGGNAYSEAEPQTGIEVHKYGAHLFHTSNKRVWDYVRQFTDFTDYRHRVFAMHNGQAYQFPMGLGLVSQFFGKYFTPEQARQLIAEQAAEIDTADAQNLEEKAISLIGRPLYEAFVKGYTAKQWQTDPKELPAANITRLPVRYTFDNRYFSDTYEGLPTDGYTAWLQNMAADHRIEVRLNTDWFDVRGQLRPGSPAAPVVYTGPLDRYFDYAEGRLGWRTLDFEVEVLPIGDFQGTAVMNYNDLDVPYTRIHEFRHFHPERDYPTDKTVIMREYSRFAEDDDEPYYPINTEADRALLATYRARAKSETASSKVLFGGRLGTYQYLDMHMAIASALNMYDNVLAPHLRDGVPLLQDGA
# Mtb BioA inh: blocks M. tuberculosis BioA enzyme activity; purified M. tuberculosis BioA enzyme, plate reader; inhibition, % at 9.99 µM; 0.096% of 360,000 active; in the data active = inhibition above about 40%; inconclusive = no clear call, values can overlap the other calls
# * hit, by the source's call; i = inactive; ? = inconclusive; · = no result given; & = joins results of further samples.
SMILES,BH1578 lux ind,Mtb FBA inh,GDH-TPI inh,PfHsp40 yeast,Yp Topo-I inh,FadD28 FP inh,TcdB inh,UGM FP inh,Mtb BioA inh
COc1ccc2c(=O)c(C(=O)NCCc3ccc(OC)c(OC)c3)c[nH]c2c1,-0.8,-0.1,6.4,0.6,0.2,-4.7,·,0.4,6.1
CCNC(=O)NC1c2ccccc2CSc2ccccc21 (stereo not drawn),-0.8,0.4,-2.1,12.4,-3.2,-3.8,2.3,0.6,-1.4
CCOc1cc(C(N)=O)cc(Cl)c1OCc1ccccc1,-0.3,-2.0,2.2,1.2,0.2,-27.6,3.2,-1.0,0.0
Cc1cccc(NC(=O)CSc2nc3c(c(=O)[nH]2)CCCC3)c1C,i,0.1,2.5,-0.3,-5.3,-2.1,·,-3.8,·
CN1C(=O)CSc2ccc(NC(=O)N3CCOCC3)cc21,2.0,-1.4,0.8,1.9,5.4,-1.9,0.3,-0.8,-0.4
COCCNC(=O)C(OC(=O)c1ccco1)c1ccccc1F (stereo not drawn),-0.6,-1.4,7.4,2.1,1.3,-0.4,-0.8,-0.4,-2.0
CC(OC(=O)c1ccccn1)C(=O)Nc1nc(-c2ccc(F)c(F)c2)cs1 (stereo not drawn),i,4.2,10.8,-2.9,-3.9,-2.5,2.0,4.1,3.0
CC1(c2ccccc2)NC(=O)N(CC(=O)NC(=O)NCc2ccco2)C1=O (stereo not drawn),-2.2,-1.7,0.8,-0.8,0.6,-5.5,·,2.3,0.2
COc1ccccc1NS(=O)(=O)c1cc([N+](=O)[O-])ccc1N/N=C/c1c[nH]c2ccccc12,1.7,-18.8,-1.8,0.3,-26.3,0.9,·,-0.8,-2.1
CCC(C)Cn1cnc2c(SCc3ccccc3F)nc(N)nc21 (stereo not drawn),i,2.5,17.6,-0.6,-8.6,-1.4,-0.5,·,-1.4
NS(=O)(=O)c1ccc(NC(=S)N2CCC(Cc3ccccc3)CC2)cc1,-0.9,2.3,-3.0,-0.1,9.1,-0.2,0.7,-0.2,6.9
Cc1cc(=O)oc2cc(OC(C)C(=O)NCCc3ccc(S(N)(=O)=O)cc3)ccc12 (stereo not drawn),i,20.4,16.2,-0.1,-3.7,0.5,-4.6,1.8,-2.6
CCOC(=O)c1c(NC(=O)c2cc(C)oc2C)sc(C(=O)Nc2ccc(Cl)cc2)c1C,-5.6,-6.7,-5.6,-0.3,-3.7,-3.3,·,-1.6,0.4
CS(=O)(=O)N(Cc1ccc(Cl)cc1)c1ccc(C(=O)Nc2cccnc2)cc1,-0.4,2.8,-4.3,0.8,3.9,-7.9,·,-2.5,11.3
NC(=O)C1(N2CCCCC2)CCN(CC(=O)Nc2ccc(Oc3ccccc3)cc2)CC1,2.9,1.5,6.1,-0.1,28.2,0.7,·,-1.9,-0.5
CC(C)Oc1ccc(CNC(=O)CC(c2ccccc2)c2cc(Cl)ccc2O)cc1 (stereo not drawn),-0.3,-6.1,-9.6,8.7,12.1,-6.1,·,-1.8,·
COC(=O)C1=C(c2ccc(Cl)c(C(F)(F)F)c2)C[C@@H]2CC[C@H]1N2C(=O)NC(C)C,i,-1.3,4.3,-0.8,6.8,-0.1,5.2,0.3,1.1
CN(C)/C=N/c1cnc(C(=O)c2ccc(Cl)cc2)n1C,-0.2,-1.4,20.6,1.2,-1.6,1.5,0.5,-0.6,-1.4
COc1ccc(S(=O)(=O)N2CCOC2CNC(=O)C(=O)NCC(C)C)cc1 (stereo not drawn),i,0.5,1.7,-0.9,-3.9,0.6,-0.3,-1.3,0.5
Cc1[nH]c2ccccc2c1C(=O)CN1CCSCC1,i,7.6,8.7,1.1,-1.2,?,·,-0.5,-0.7
CC(C(=O)Nc1ccccc1)N1CCN(C(=O)c2ccco2)CC1 (stereo not drawn),-5.0,2.3,11.8,-0.6,2.1,-0.6,1.2,-0.3,-1.3
CCOC(=O)CCCCCC(=O)Nc1ccc2c(c1)C(=O)N([C@H](C)CO)C[C@H](C)[C@H](CN(C)C(=O)C1CCCCC1)OCCCC[C@@H](C)O2,-0.4,2.4,-8.5,·,21.8,-0.8,0.8&-1.0,·,-0.3
CCCCNC(=O)C1(C)CCN1C(=O)c1cc(-c2ccccc2)cs1 (stereo not drawn),-0.2,-1.6,1.3,·,12.0,-6.4,1.1,·,0.8
Cc1nnc(SCC(N)=O)n1CC1CCCO1 (stereo not drawn),5.0,3.9,0.0,-1.8,0.0,-2.8,·,-1.8,-0.7
O=C(Cc1c(C(=O)O)[nH]c2ccccc12)NCCN1CCN(c2ccccc2F)CC1,-0.2,3.2,-3.6,-1.0,3.0,-1.1,·,1.2,0.0

# Further results:
SMILES,BH1578 lux ind,Mtb FBA inh,GDH-TPI inh,PfHsp40 yeast,Yp Topo-I inh,FadD28 FP inh,TcdB inh,UGM FP inh,Mtb BioA inh
CC1(C)C2CCC(C2)C1(C)NC(=O)CN1CCOCC1 (stereo not drawn),4.6,-8.3,-10.8,-1.1,4.2,-4.2,·,0.7,1.4
COCCCN1C(=O)C(=O)/C(=C(/O)c2ccc(C)cc2)C1c1ccccc1 (stereo not drawn),-1.0,2.2,11.8,-0.7,-3.1,1.4,·,2.3,-2.4
COc1ccc(C2CC(c3cccs3)=NN2C(=O)CCC(=O)O)cc1OC (stereo not drawn),0.2,4.2,17.9,0.3,-1.1,1.0,0.8,0.8,-0.4
Cc1cccc(C(=O)NCCNC(=O)c2cnccn2)c1,-0.3,0.1,-2.2,0.1,1.1,-1.6,0.0,-0.4,·
COc1ccc2[nH]c3c(c2c1)CCN1C(=O)C(CC(=O)NCc2ccco2)C[C@H](C(=O)N2CCOCC2)[C@@]31CCC1CCCC1 (stereo partly drawn),-1.0,0.6,-0.9,1.3,20.1,-1.7,0.6,·,1.7
Cc1ccc(C)n1-c1ccc(C(=O)/C=C/N(C)C)cc1,-1.5,3.0,27.6,-0.8,0.8,-2.5,0.1,-3.4,·
O=C(N[C@@H](Cc1ccccc1)C(=O)O)c1c(F)c(F)c(F)c(F)c1F,1.2,1.1,4.5,0.7,-6.0,-1.0,-1.0,-2.2,-5.8
NCCCCCNC(=O)c1nc[nH]c1C(=O)NCC(=O)OCc1ccccc1,-7.1,-0.5,-7.6,-1.7,-8.0,-4.5,2.6,0.7,0.4
COc1ccc(S(=O)(=O)N2CCC(C(=O)NC3CCCCC3C)CC2)cc1 (stereo not drawn),-0.9,3.1,11.9,0.2,-6.6,-0.1,-0.8,1.1,-4.6
COCCCn1c(SCC(=O)n2c(C)c(C)c3ccccc32)nnc1-c1ccoc1C,-5.9,3.3,-0.4,0.8,44.7,-3.2,·,1.3,-1.0
COc1ccc(S(=O)(=O)N(C)C)cc1NC(=O)c1ccc(OCC(=O)N2CCOCC2)c(OC)c1,i,0.9,1.8,0.5,3.2,-4.1,1.1,·,·
CCOC(=O)C1CCN(CCC(=O)Nc2ccc(C)c(C)c2)CC1,i,-4.9,-6.7,-0.5,-8.4,-1.9,0.9,0.7,·
CC1(C(=O)NS(=O)(=O)c2cccc(Cl)c2)CCN1C(=O)Cc1ccc(Cl)cc1Cl (stereo not drawn),-0.5,2.3,8.8,·,-2.7,2.7,-0.3,·,-0.9
Cc1[nH]n(-c2ccccc2)c(=O)c1N=O,-0.1,1.0,12.6,-2.4,12.1,-1.1,0.9,-2.0,-1.1
COc1ccc(NC(=O)c2c(NC(=O)CNCc3ccco3)sc3c2CCC3)cc1,1.0,1.6,17.2,2.2,18.1,-1.4,·,-1.1,0.8
Cc1cccc(CN2CCN(C3CN(CCc4ccccc4)S(=O)(=O)C3)CC2)c1 (stereo not drawn),·,2.2,·,·,·,0.4,-12.0,·,0.6
COc1ccc(Cl)cc1C(=O)NNC(=O)C1CCCO1 (stereo not drawn),i,0.5,-7.2,-1.2,9.0,-1.0,-0.5,·,-0.4
Cc1ccc(NC(=O)CN2C(=O)S/C(=C\c3cccn3C)C2=O)cc1,-6.2,0.8,15.8,-0.1,-3.4,0.3,1.8,0.6,-2.0
CC(C)C1CC(CCN2CCCCC2)(c2ccccc2)CCO1 (stereo not drawn),-0.1,0.5,-1.9,-1.6,7.0,0.8,-0.3,-0.2,·
O=C(CCC1COc2ccccc2O1)Nc1cccnc1 (stereo not drawn),-2.2,2.3,-3.2,0.0,-3.7,-0.5,·,2.2,8.1
Cc1ccc2nc(NC(=O)CCNS(=O)(=O)c3cccs3)sc2c1,-0.3,-0.6,4.1,0.3,7.9,-2.2,·,3.5,-2.1
CN1CCN(/N=C/c2c3ccccc3c(Cl)c3ccccc23)CC1,i,13.3,-3.1,1.1,1.3,-1.8,1.8,3.6,·
COCc1nnc(SCC(=O)Nc2cccc(Cl)c2C)n1-c1ccccc1,-0.3,-2.9,3.1,-0.7,-2.6,-1.0,·,-1.1,0.7
CN(Cc1ccccn1)Cc1nc(-c2ccc(Cl)cc2)no1,i,0.4,12.5,-0.9,6.4,-1.0,-0.9,-1.3,-2.2
COc1ccccc1N1CCN(CCCNC(=O)Nc2ccccc2)CC1,-0.5,-1.5,10.4,-0.9,-2.1,0.6,·,0.3,-0.5

# Four records picked at random from those above:
SMILES,BH1578 lux ind,Mtb FBA inh,GDH-TPI inh,PfHsp40 yeast,Yp Topo-I inh,FadD28 FP inh,TcdB inh,UGM FP inh,Mtb BioA inh
Cc1[nH]n(-c2ccccc2)c(=O)c1N=O,-0.1,1.0,12.6,-2.4,12.1,-1.1,0.9,-2.0,-1.1
Cc1ccc2nc(NC(=O)CCNS(=O)(=O)c3cccs3)sc2c1,-0.3,-0.6,4.1,0.3,7.9,-2.2,·,3.5,-2.1
CC(C)C1CC(CCN2CCCCC2)(c2ccccc2)CCO1 (stereo not drawn),-0.1,0.5,-1.9,-1.6,7.0,0.8,-0.3,-0.2,·
CN(Cc1ccccn1)Cc1nc(-c2ccc(Cl)cc2)no1,i,0.4,12.5,-0.9,6.4,-1.0,-0.9,-1.3,-2.2

# More records
SMILES,BH1578 lux ind,Mtb FBA inh,GDH-TPI inh,PfHsp40 yeast,Yp Topo-I inh,FadD28 FP inh,TcdB inh,UGM FP inh,Mtb BioA inh
COc1ccc(CN(C)C(=O)c2ccc(NC(=O)CC3SC(N4CCCCC4)=NC3=O)cc2)c(OC)c1 (stereo not drawn),i,-0.2,5.6,0.6,22.8,-2.5,1.8,·,-0.7
COC(=O)C1=C(c2c(C)noc2C)C[C@@H]2CC[C@H]1N2C(=O)NCCO,i,-2.0,13.4,-0.6,-9.4,-3.4,·,-0.3,-0.9
CCOC(=O)c1c(C)[nH]c(C(=O)COC(=O)CNC(=O)c2ccc(Cl)cc2Cl)c1C,-0.8,1.2,-1.5,0.0,-5.8,-0.5,·,-0.2,0.7
NC(=O)CCc1nc2cc(C(F)(F)F)ccc2n(Cc2ccccc2)c1=O,-3.6,1.5,14.2,1.1,5.7,-1.3,1.7,1.8,0.7
CCCCN(CC)CCNC(=O)c1cc2c(=O)[nH]c3ccc(C)cc3c2s1,i,35.8*,14.0,-0.6,8.6,-3.7,1.2,0.0,-1.6
CC(=O)N1CC(C)Sc2ccc(S(=O)(=O)NCc3ccc(Cl)cc3)cc21 (stereo not drawn),i,-2.6,6.0,-1.3,34.9,-6.2,0.4,-0.6,1.7
CCOc1cc(NC(=S)NCc2ccco2)c(OCC)cc1NC(=O)c1ccco1,i,-1.2,-3.5,-0.7,0.6,-2.8,1.0,0.3,-0.3
CCOC(=O)c1[nH]ncc1CN1CCCC(C(=O)c2ccc(C(C)(C)C)cc2)C1 (stereo not drawn),-0.2,6.3,-3.1,0.5,19.8,0.5,0.4,-2.3,·
CC(=O)c1cccc(NC(=O)/C(=C\c2ccco2)NC(=O)c2cccs2)c1,i,-10.5,32.4*,-0.5,-5.3,-3.0,·,1.6,2.8
COc1ccc(CNC(=O)C(c2ccncc2)N(C(=O)Cc2cccs2)c2cccnc2)cc1 (stereo not drawn),-0.4,1.7,0.0,1.0,-2.9,-0.8,1.4,0.0,-2.3
